PI4K2A inh: PI4K2A (human) kinase inhibition; Q9BTU6; purified PI4K2A, ADP-Glo luminescence, 1 h; active compounds read low; activity change, negative = inhibition, % at 76.9 µM; 420,000 compounds, 0.13% hits; in the data active means activity change below about -50%; inconclusive means mostly about -30% to -49%;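 further: -100% = wells without enzyme as full effect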
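In this quantitative HTS, ADP production by PI4K2A was quantified luminescently after 1 h at ambient temperature; 100 microM adenosine served as plate-quality control.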
Pin1 inh: blocks the human prolyl isomerase Pin1; Pin1 FP peptide displacement, HiFluor488, 10 min; 390,000 compounds, 0.009% hits; Potency, µM (doses to about 115 µM), for inactives: top-dose activity, negative = inhibition, hits mostly inhibitors; AID 504891; Q13526; active means well fitted inhibition curve with a large enough effect in the polarisation, with a control signal flat, not every such curve was filed as active; inconclusive means small, poorly fitted or top-dose-only effect, or effect the other way, or a change in a side signal; inactive means no such curve, though single readings can be large or run the other way; the % refers to the polarisation; further: potency means the concentration at half of the fitted maximal effect; on the % scale 0 is the no-effect control and ±100 the full control effect
rTrxR1 inhibitor: rat TrxR1 inhibition | O89049 | recombinant rTrxR1, NADPH fluorescence consumption, selenite substrate | Potency, µM (doses to about 114 µM), inactives show at the top dose activity change, negative = inhibition, usual class: inhibitors | AID 588453 | 390,000 compounds, 1% hits; further: potency means the concentration at half of the fitted maximal effect; on the % scale 0 is the no-effect control and ±100 the full control effect; nearly all actives have a fitted effect of over 65% in size
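Rat TrxR1 (90 nM in the dispensed reagent) was pre-reduced with 400 uM NADPH for 5 min at room temperature, then incubated with compound for 15 min. After 400 uM selenite was added, NADPH fluorescence (Ex 340/Em 450 nm) was followed for 8 min.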
GLS inh: inhibitors of human glutaminase (GLS); GLS enzymatic activity, qHTS titration; AID 624170; O94925; Potency, µM (series often up to 45.5 µM), without a hit: top-dose activity change, negative = inhibition, hits mostly inhibitors; 410,000 compounds, 0.21% hits; further: potency means the concentration at half of the fitted maximal effect; on the % scale 0 is the no-effect control and ±100 the full control effect
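hKGA in 45 mM KH2PO4 (pH 8.2), 0.02% Tween-20 with compound, then 1mM L-Glutamine (stock as added) plus glutamate oxidase/HRP/Amplex red coupling mix. Fluorescence read initially and after 30 min at RT; signal change reflects glutamate formation.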
PGK inhibitor: inhibitors of T. brucei phosphoglycerate kinase. P07378. PGK/GAPDH coupled, Kinase-Glo luminescence, 60 min. Potency, µM (doses to about 57.5 µM), for inactives: at the highest dose activity change, negative = inhibition, usual class: inhibitors. 380,000 compounds, 0.043% hits. AID 602233; further: potency means the concentration at half of the fitted maximal effect; on the % scale 0 is the no-effect control and ±100 the full control effect; nearly all actives have a fitted effect of over 60% in size
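Luminescent ATP detection (Kinase-Glo Plus) follows a 60-minute room-temperature incubation, with wells lacking PGK as controls. Buffer: 100 mM TEA (pH 7.6), 5 mM MgCl2, 0.01% Tween-20. Coupling enzyme GAPDH (100 nM final) supplies unstable 1,3-BPG in-well.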
USP1 inh: USP1/UAF1 (human) deubiquitinase inhibition | Potency, µM (titrated, usually from 57.1 µM), without a hit: at the top dose activity change, negative = inhibition, actives largely listed as inhibitors | recombinant USP1/UAF1, Ub-Rhodamine cleavage fluorescence | 390,000 compounds, 0.23% hits; further: potency means the concentration at half of the fitted maximal effect; on the % scale 0 is the no-effect control and ±100 the full control effect; nearly all actives have a fitted effect of over 60% in size; inactives centre near -12
Target sequence (O94782 whole entry, looked up): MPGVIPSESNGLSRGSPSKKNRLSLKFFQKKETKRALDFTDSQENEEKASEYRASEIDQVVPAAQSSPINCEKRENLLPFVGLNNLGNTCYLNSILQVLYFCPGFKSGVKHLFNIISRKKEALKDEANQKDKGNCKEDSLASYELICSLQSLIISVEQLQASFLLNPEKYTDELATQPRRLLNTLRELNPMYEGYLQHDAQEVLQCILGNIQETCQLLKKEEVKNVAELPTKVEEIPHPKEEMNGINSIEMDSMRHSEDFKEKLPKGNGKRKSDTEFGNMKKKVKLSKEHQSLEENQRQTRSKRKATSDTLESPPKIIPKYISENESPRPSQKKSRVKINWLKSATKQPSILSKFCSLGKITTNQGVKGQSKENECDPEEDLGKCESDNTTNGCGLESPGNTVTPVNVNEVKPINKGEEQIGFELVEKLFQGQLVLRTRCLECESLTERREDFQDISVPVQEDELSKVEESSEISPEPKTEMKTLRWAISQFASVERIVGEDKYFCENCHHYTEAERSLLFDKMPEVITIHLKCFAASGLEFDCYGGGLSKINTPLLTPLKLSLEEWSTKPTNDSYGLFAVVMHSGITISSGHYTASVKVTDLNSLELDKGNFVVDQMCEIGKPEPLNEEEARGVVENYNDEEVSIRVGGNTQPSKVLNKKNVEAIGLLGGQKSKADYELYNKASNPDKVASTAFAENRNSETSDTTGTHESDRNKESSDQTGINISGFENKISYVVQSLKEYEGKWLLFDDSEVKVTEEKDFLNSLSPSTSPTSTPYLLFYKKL
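1 nM enzyme complex + cpd, 15 min RT; start with Ub-Rho 150nM final; kinetic fluorescence ex 480/em 540, 6 reads q60 s. Buffer 50mM HEPES pH 7.8, 0.5mM EDTA, 0.1 mg/ml BSA, 1mM TCEP, 0.01% Tween-20.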
HP1b binding inh: inhibitors of HP1-beta chromodomain binding to methylated histone tails. 390,000 compounds, 0.56% hits. AID 540317. Potency, µM (titrated, usually from 114 µM), without a hit: at the top dose activity change, negative = inhibition, hits mostly inhibitors. AlphaScreen HP1-beta / biotin-H3K9me3 peptide binding; further: potency means the concentration at half of the fitted maximal effect; nearly all actives have a fitted effect of over 70% in size; inactives centre near 23
Target sequence (P83916 whole entry, looked up): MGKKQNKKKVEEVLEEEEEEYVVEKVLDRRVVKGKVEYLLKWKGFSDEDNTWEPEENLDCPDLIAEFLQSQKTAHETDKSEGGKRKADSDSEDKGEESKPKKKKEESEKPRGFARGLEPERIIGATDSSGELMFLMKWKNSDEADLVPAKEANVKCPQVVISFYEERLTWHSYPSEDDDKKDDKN
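AlphaScreen: HP1-beta (50 nM) preformed 30 min with biotin-H3(1-18)K9me3 peptide (50 nM) in PBS pH 7.4, 0.01% Tween-20. Compound added for 30 min at RT, then streptavidin donor/nickel chelate acceptor beads (10 ug/mL) for 30 min.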
mIDH1 inhibitor: blocks human mutant IDH1 R132H enzyme; 390,000 compounds, 0.093% hits; O75874; Potency, µM (series often up to 76.6 µM), for the others: top-dose activity change, negative = inhibition, most hits filed as inhibitors; IDH1-R132H enzyme, NADPH consumption, diaphorase/resazurin fluorescence; further: potency means the concentration at half of the fitted maximal effect; on the % scale 0 is the no-effect control and ±100 the full control effect; nearly all actives have a fitted effect of over 65% in size
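IDH1-R132H (0.5 ug/mL) preincubated 30 min with compound, then NADPH (0.016 mM) and alpha-KG (2 mM) added; 80 min at RT, pH 7.5. Remaining NADPH coupled via diaphorase/resazurin to fluorescence (540/590 nm); concentration-response curves normalized to no-enzyme control.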
TrxR1 substrate: substrates of rat thioredoxin reductase 1 | O89049 | purified TrxR1 substrate turnover, NADPH consumption readout | Potency, µM (top dose mostly 114 µM), for the others: at the highest dose activity change, negative = substrate turnover | 390,000 compounds, 0.01% hits | AID 588456; further: potency means the concentration at half of the fitted maximal effect; on the % scale 0 is the no-effect control and ±100 the full control effect; nearly all actives have a fitted effect of over 50% in size
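Rat TrxR1, dispensed at 90 nM, was prereduced with 400 uM NADPH (final) for 5 min at ~22 deg C, then incubated with compound 15 min before 400 uM selenite. A first-read NADPH fluorescence drop versus no-compound background flagged substrates.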
An asterisk follows results filed as active; i = inactive; ? = inconclusive; / = not tested or not shown; [ ] = remark or other dose. Unless noted, the call rests on the fitted dose curve; in most records, active means well fitted curve in the direction sought with a large enough effect; inconclusive means small, poorly fitted or top-dose-only effect, or another doubt; inactive means no such curve, though single readings can be large; an effect the other way counts as inactive or inconclusive.

SMILES | PI4K2A inh | Pin1 inh | rTrxR1 inhibitor | GLS inh | PGK inhibitor | USP1 inh | HP1b binding inh | mIDH1 inhibitor | TrxR1 substrate
Cc1c(C(=O)c2ccccc2)c(=O)n(C)c(=O)n1C | -0.4 | 2.8% | 18.9%[57.1 µM] | -11.8% | -7.0% | -16.9% | 25.3% | 3.6% | -1.7%[57.1 µM]
Cc1ccc2nc(SCC(=O)NCc3cccs3)c(C#N)cc2c1 | -0.7 | 7.7% | 9.6%[57.1 µM] | 2.4% | 1.5% | -11.9% | 15.3% | 10.0% | 7.8%[57.1 µM]
CCc1cccc(NC(=O)CN(C)S(=O)(=O)c2ccc3c(c2)n(C)c(=O)c(=O)n3C)c1 | -2.5 | 1.6% | -7.6% | 3.1% | -8.2% | -4.0% | 37.6%[activator] | 0.0% | -1.1%
CCc1ccc(CN2CCCC(C(=O)Nc3ccccc3-c3ccc(OC)cc3)C2)o1 (centres undefined) | -1.2 | 1.3% | ? | 6.8% | -1.5% | -14.3% | -10.4% | -5.4% | -6.5%
COc1ccccc1-c1nnc(SCC(=O)c2c(N)n(C3CC3)c(=O)[nH]c2=O)n1C | 4.3 | -1.0% | 23.4% | -2.9% | -1.4% | -7.3% | 7.4% | 8.0% | -2.1%
COc1ccc(CN2CCNC(=O)C2CC(=O)NC2Cc3ccccc3C2)c(OC)c1 (centres undefined) | -1.0 | 2.1% | 2.0% | -1.0% | -6.8% | -19.8% | 35.5% | -3.0% | 1.4%
CCc1ccc(C(=O)NNC(=O)CN2C(=O)NC3(CCCC3)C2=O)cc1 | -0.1 | -1.1% | 2.7% | 17.9% | -4.6% | -22.6% | 53.4%[activator] | -12.2% | 2.8%
Cc1nc(N2CCN(C)CC2)c2sc(=S)n(C)c2n1 | -6.6 | -3.2% | 13.4% | 1.1% | 0.5% | -11.0% | 32.5% | -15.3% | -0.9%
Cc1cc(=O)oc2cc(OCC(=O)NCc3ccncc3)ccc12 | 6.2 | 0.1% | 12.6% | 0.6% | -4.3% | -5.5% | 20.7% | 0.6% | 41.2%[activator]
CCC1Oc2ccccc2N(CC(=O)NCc2ccc(C)cc2)C1=O (centres undefined) | -2.8 | -0.7% | 13.2%[57.1 µM] | 1.7% | 0.5% | -26.5% | 47.0%[activator] | -1.2% | 0.5%[57.1 µM]

Looked up above:
Cc1ccc2nc(SCC(=O)NCc3cccs3)c(C#N)cc2c1 @ mIDH1 inhibitor: 10.0%
CCc1ccc(CN2CCCC(C(=O)Nc3ccccc3-c3ccc(OC)cc3)C2)o1 (centres undefined) @ PI4K2A inh: -1.2

(listing goes on)
SMILES | PI4K2A inh | Pin1 inh | rTrxR1 inhibitor | GLS inh | PGK inhibitor | USP1 inh | HP1b binding inh | mIDH1 inhibitor | TrxR1 substrate
CC(=O)N1CCc2cc(S(=O)(=O)NCCC3=CCCCC3)ccc21 | 6.1 | -1.4% | 15.6% | 7.9% | -1.8% | -7.6% | 11.1% | 2.1% | 5.9%
Cc1ccc(S(=O)(=O)NCC(=O)NCc2cc(=O)n(C)c(=O)n2C)cc1 | -1.9 | -7.8% | 28.4%[57.1 µM] | -2.7% | -11.6% | -17.8% | 58.3%[activator] | 3.6% | -10.0%[57.1 µM]
COc1ccc(N2CCN(C(=O)Cc3noc4ccc(C)cc34)CC2)cc1 | 3.0 | 4.6% | 9.7%[11.4 µM] | 11.0% | 8.2% | -16.2% | 14.3% | -5.7% | 2.2%
CN(CCc1cnn(C)c1)Cc1nc(Cc2ccccc2)no1 | -4.7 | -7.7% | -2.7% | -1.2% | -8.3% | -12.1% | 19.2% | 14.8% | 1.0%
COc1ccc(C(=O)OCc2ccccc2F)cc1S(=O)(=O)N1CCCC1 | -2.1 | -1.9% | -10.1% | -0.2% | -15.4% | -1.0% | 25.6% | -4.5% | -18.1%
C#CCOCCOCCOCCNc1nc(N2CCN(C(=O)C([C@@H](C)CC)n3cc(C(N)COC(=O)C(F)(F)F)nn3)CC2)nc(N2CCN(C(=O)[C@H](CCCCN)n3cc(C(N)[C@H](C)CC)nn3)CC2)n1 (some centres undefined) | -2.1 | 2.9% | 50.1µM* | 5.2% | 7.6% | -18.0% | 17.9% | -10.2% | 4.5%
O=C(COC(=O)/C=C/c1ccc(C(F)(F)F)cc1)NC1CC1 | 0.4 | -2.0% | 16.7% | -6.5% | -1.8% | 1.4% | 13.3% | 1.4% | 4.3%
Cc1cc(NCc2ccccn2)n2nc(C)c(-c3ccc(Cl)cc3)c2n1 | -0.8 | 5.7% | 33.0%[activator][57.1 µM] | 6.1% | 8.7% | -1.0% | 123.6%[activator] | -6.7% | 49.1%[activator][57.1 µM]
CC(C)(CC(=O)O)CC(=O)N1CCN(c2cc(C(F)(F)F)nc3ccccc23)CC1 | 5.4 | 0.6% | -10.1% | 5.0% | 3.7% | -6.0% | 31.7% | -3.9% | -11.9%
CN(C)/C=N/c1nc2nccc(-c3cccc(Cl)c3)n2n1 | -0.9 | 2.1% | 21.7%[57.1 µM] | -3.3% | 1.2% | -14.3% | 8.1% | 2.9% | 74.5%[activator][57.1 µM]
Cc1cc(OCC(=O)NCCc2c[nH]c3ccccc23)c2c(C)c(C)c(=O)oc2c1 | -4.5 | 11.5% | 4.5% | 3.0% | i | -28.2% | 32.4% | 6.5% | -1.9%
NC(=S)Nc1cccc2cccnc12 | 1.6 | -1.5% | 9.8% | 12.3% | -7.0% | -22.3% | 10.0% | 5.7% | 0.2%
Cc1ccc(C)n1CCN1CCN(C(=O)c2ccco2)CC1 | 0.0 | -1.9% | -8.1% | -3.2% | i | -12.2% | 5.5% | 8.0% | 6.1%
COC(=O)C(NNc1ccccc1)(NC(=O)c1ccccc1F)C(F)(F)F (centres undefined) | 1.3 | 0.0% | -16.8% | -2.2% | -12.8% | -10.7% | 8.4% | 1.2% | -6.6%
Cc1ccc(Cl)cc1N1CCN(C(=O)C2CCN(S(=O)(=O)c3ccc4c(c3)oc(=O)n4C)CC2)CC1 | -3.3 | 12.9% | -8.7%[57.1 µM] | -7.7% | 2.2% | 7.7% | 18.0% | 0.0% | -11.0%[57.1 µM]
NC(=S)NN=Cc1c[nH]c2nccnc12 | -16.9 | / | / | 19.2% | -5.9% | -24.2% | / | 20.3% | /
O=Cc1cc2ccccc2nc1SCCCF | -10.7 | 3.5% | 7.7%[57.1 µM] | -3.3% | -2.5% | 1.8% | 31.4% | 11.9% | 5.0%
Cc1ccc(Nc2nc(N)nc(CN3CCc4ccccc4C3)n2)cc1 | 0.0 | 4.8% | 5.3% | 6.5% | -7.0% | -14.9% | 1.6% | 4.2% | -1.5%
COC(=O)/C=c1\sc2ncnn2c1=O | -13.7 | -14.4% | ? | -11.8% | i | -16.7% | ? | 11.0% | 11.4%
N#Cc1ccccc1NC(=O)c1cc2c(=O)n3ccccc3nc2s1 | -7.8 | ? | 26.6% | -11.4% | / | -23.5% | 13.8% | / | 30.7%[activator]
CCCNC(=O)C1CCC(Cn2c(=O)c3sccc3n(CC(=O)NCc3cccc(OC)c3OC)c2=O)CC1 (centres undefined) | 3.1 | 7.4% | 20.8% | -16.6% | 5.1% | -9.8% | 21.6% | 1.4% | -0.6%
Cc1ccc([N+](=O)[O-])cc1S(=O)(=O)Nc1ccc(OCC(=O)N2CCOCC2)cc1 | 2.1 | 0.7% | -15.6% | 8.0% | -3.7% | -11.4% | 19.2% | 2.5% | -12.9%
CC(C)CSc1n[nH]c(N)n1 | -12.1 | -11.5% | 16.3%[57.1 µM] | 5.0% | -10.9% | ? | -0.1% | -7.6% | 1.4%[57.1 µM]
CCCC1=C(C(=O)OCC)C(c2ccc(NC(C)=O)cc2)NC(=O)N1 (centres undefined) | -0.5 | -7.8% | 12.5%[57.1 µM] | -1.5% | / | -7.3% | 23.7% | 5.0% | 8.6%
CS(=O)(=O)Nc1ccc(C(=O)Nc2ccc(S(=O)(=O)N3CCCCC3)cc2)cc1 | 1.3 | -3.8% | 8.4% | -16.9% | i | -21.2% | 9.3% | -2.4% | 3.6%
Oc1cccc(/C=N/NC(=S)Nc2cccnc2)c1O | 3.1 | ? | -29.9%[57.1 µM] | 10µM* | -15.7% | -21.4% | -13.4% | 3.7% | 0.9%[57.1 µM]
COc1cccc(CNC(=O)Cn2cccc2C(=O)c2ccccc2)c1 | 4.1 | -2.4% | -11.4% | 1.2% | / | -9.8% | 34.7% | / | -4.9%
Cc1ccc(C2=CSC3=NCCN23)cc1 | 0.0 | 3.1% | 20.3%[57.1 µM] | 0.8% | -7.3% | -8.7% | 24.6% | -3.0% | 6.6%
Cc1nc(NC(=O)/C=C/c2ccccc2)sc1C(=O)N1CCCCC1 | 5.0 | 1.4% | 14.4% | 16.8% | 2.5% | -14.5% | 23.5% | 3.7% | -6.3%
Cn1c(CCCNC(=O)c2ccccc2)nc2ccccc21 | 29.2 | 7.3% | 11.9%[57.1 µM] | -15.2% | -0.2% | -16.6% | 40.2%[activator] | 11.8% | 14.5%[57.1 µM]

Screening data as filed in PubChem.

An excerpt. The share of hits here may be higher or lower than overall.
